PLAP act: PLAP enzyme activators, biochemical, luminescence, HTS | purified PLAP enzyme, luminescent substrate read-out; hits give high values | activation fold at 20 µM | hit rate 1.2% among 96,000; in the data active means activation fold above about 2
S1P2 blocker: human S1P2 receptor antagonists, primary screen, cell-based; Sphingosine 1-phosphate receptor 2 (Homo sapiens), O95136; inhibition, % at 5 µM; hit rate 0.21% among 97,000; cell-based S1P2 antagonist assay, inhibition at 5 uM; in the data active means inhibition above about 45%;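 further: CRE beta-lactamase reporter cells expressing human S1P2 stimulated with S1P; 0% = agonist at EC80 alone and 100% = agonist plus reference antagonist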
Target sequence (O95136 whole entry, looked up): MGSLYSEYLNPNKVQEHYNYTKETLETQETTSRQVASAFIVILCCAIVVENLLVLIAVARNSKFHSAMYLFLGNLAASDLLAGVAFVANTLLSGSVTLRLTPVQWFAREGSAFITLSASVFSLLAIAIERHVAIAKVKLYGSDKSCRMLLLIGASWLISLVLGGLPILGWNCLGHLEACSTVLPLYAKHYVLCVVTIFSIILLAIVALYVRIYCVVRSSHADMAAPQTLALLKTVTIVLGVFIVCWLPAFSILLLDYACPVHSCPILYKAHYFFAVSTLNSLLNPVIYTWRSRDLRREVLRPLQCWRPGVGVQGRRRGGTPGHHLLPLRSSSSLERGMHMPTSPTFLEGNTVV
PostGolgi yeast: phenotypic screen on post-Golgi transport, primary screen. hit rate 0.9% among 98,000. AID 739, 2007. post-Golgi transport phenotypic cell assay. inhibition, % at 10 µM;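 further: yeast cells grown in 1536-well plates; yeast grown about 18 h at 30C before absorbance read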
E coli WT exp: growth inhibitors of wild-type E. coli, primary screen, strain BW25113, expanded library, OD600; hit rate 0.15% among 98,000; growth inhibition, % at 100 µM; OD600 absorbance;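 active means growth inhibition above about 50% at one test dose, limit read from the data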;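 further: growth measured after 20 h incubation at 37 °C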
S1P2 agonist: S1P2 receptor agonists, primary screen, cell-based. Sphingosine 1-phosphate receptor 2 (Homo sapiens), O95136. S1P2-expressing cell line, agonist reporter read-out. activation, % at 4.5 µM. hit rate 0.46% among 97,000; in the data active means activation above about 16%;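 further: 0% = vehicle low control and 100% = maximal reference agonist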
PostGolgi ctrl: growth inhibition of yeast control strain, primary screen, counter-screen for post-Golgi transport modulator project; efflux-deficient yeast background strain, growth absorbance A615, 16 h; inhibition, % at 10 µM; hit rate 5% among 98,000; AID 738, 2007
CD11b adhes inh: inhibitors of CD11b/CD18 adhesion to fibrinogen, primary screen, K562 cells, luminescence. hit rate 0.54% among 93,000. AID 1497, 2009. inhibition, % at 10 µM. Integrin beta-2 (Homo sapiens) + Integrin alpha-M (Homo sapiens), P05107+P11215. ATPlite luminescence; Mn2+ added to activate the integrin;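 active means primary inhibition of 50% or more at 10 µM, then 40% or more on retest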; further: some results filed as inactive read as strong as hits
sEH inh: soluble epoxide hydrolase inhibitors, primary screen, biochemical, human sEH. Bifunctional epoxide hydrolase 2 (Homo sapiens), P34913. recombinant human sEH enzymatic activity assay. inhibition, % at 2 µM. hit rate 0.34% among 91,000. AID 707, 2007; in the data active means inhibition above about 80%; further: values of inactives mirror those of a sister screen read the other way; many of its hits are not listed in these tables
Target sequence (P34913 whole entry, looked up): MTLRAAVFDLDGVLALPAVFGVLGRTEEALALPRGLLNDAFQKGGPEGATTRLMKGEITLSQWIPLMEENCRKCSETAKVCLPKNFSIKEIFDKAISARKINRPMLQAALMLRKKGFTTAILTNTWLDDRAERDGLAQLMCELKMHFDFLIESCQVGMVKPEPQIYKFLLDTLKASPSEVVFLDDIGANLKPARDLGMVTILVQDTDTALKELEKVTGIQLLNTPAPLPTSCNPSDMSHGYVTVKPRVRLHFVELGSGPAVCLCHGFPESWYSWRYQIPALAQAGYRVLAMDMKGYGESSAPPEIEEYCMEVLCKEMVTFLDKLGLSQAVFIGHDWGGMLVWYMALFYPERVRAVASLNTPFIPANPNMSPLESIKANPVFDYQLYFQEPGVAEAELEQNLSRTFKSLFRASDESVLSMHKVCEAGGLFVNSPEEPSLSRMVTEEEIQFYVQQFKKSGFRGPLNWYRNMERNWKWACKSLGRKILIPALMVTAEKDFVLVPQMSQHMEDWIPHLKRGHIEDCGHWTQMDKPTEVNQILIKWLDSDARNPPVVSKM
sEH activator: soluble epoxide hydrolase activators, primary screen, biochemical, human sEH | purified human sEH enzymatic activity, activator screen | hit rate 0.04% among 91,000 | activation, % at 2 µM; in the data active means activation above about 37%; further: values of inactives mirror those of a sister screen read the other way
* hit, by the source's call. Unless noted, no stated cut-off is given here; in the data, active means inhibition above about 30%; inactive means the rest. Not a hit list; any-hit rate near 7.1%.

Screening COc1ccc(C)cc1NC1=C(Cl)C(=O)N(C2CCCCC2)C1=O returned PLAP act 1, S1P2 blocker 3, PostGolgi yeast 3, E coli WT exp -15, S1P2 agonist 1, PostGolgi ctrl 23, CD11b adhes inh -3, sEH inh 4 and sEH activator -5.
CCOc1ccc(OCCCCNCCN)cc1 was read as PLAP act 1.2, S1P2 blocker 12, PostGolgi yeast 7, E coli WT exp -4, S1P2 agonist 1, PostGolgi ctrl 8, CD11b adhes inh -3, sEH inh 1 and sEH activator -1.
`CCOC(=O)Cc1csc(NC(=O)COc2ccc3ccccc3c2)n1` gave PLAP act 1.1, S1P2 blocker 11, PostGolgi yeast -7, E coli WT exp -2, S1P2 agonist -3, PostGolgi ctrl -2, CD11b adhes inh -10, sEH inh -1 and sEH activator 0.
CCOc1ccc(OCC)c(NC(=O)Cn2cccc2)c1 was read as PLAP act 0.8, S1P2 blocker 18, PostGolgi yeast 1, E coli WT exp 3, S1P2 agonist -8, PostGolgi ctrl 0, CD11b adhes inh -16, sEH inh 2 and sEH activator -2.
Screening CSC1=NCCN1C(=O)c1ccc(Br)o1 returned PLAP act 1.1, S1P2 blocker 13, PostGolgi yeast 1, E coli WT exp 1, S1P2 agonist -3, PostGolgi ctrl -6, CD11b adhes inh 51*, sEH inh 10 and sEH activator -11.
Screening COc1ccc(CN2C(=O)c3cccnc3C2Nc2cc(Cl)c(OC)cc2OC)cc1 (stereo not drawn) returned PLAP act 1.1, S1P2 blocker 14, PostGolgi yeast 28, E coli WT exp -11, S1P2 agonist -5, PostGolgi ctrl 11, sEH inh -6 and sEH activator 6.
`CCOC(=O)c1c(OCC)[nH]c2ccc(O)cc12` gave PLAP act 0.8, S1P2 blocker 2, PostGolgi yeast 2, E coli WT exp 7, S1P2 agonist -4, PostGolgi ctrl -1, CD11b adhes inh 0, sEH inh 0 and sEH activator 3.
Nc1ccc(Br)c2c1C(=O)c1ccccc1C2=O was read as PLAP act 1, S1P2 blocker 7, PostGolgi yeast 18, E coli WT exp -13, S1P2 agonist -1, PostGolgi ctrl 29, sEH inh -4 and sEH activator 6.
CCOC(=O)C1=C(NC#N)OC(C)=C(C)C1c1ccc(O)cc1 (stereo not drawn) was read as PLAP act 1.2, S1P2 blocker -14, PostGolgi yeast -4, E coli WT exp -7, S1P2 agonist -1, PostGolgi ctrl 3, CD11b adhes inh -26, sEH inh 17 and sEH activator -18.
Screening c1ccc2c(c1)NC1(CCCC1)n1c-2nc2ccccc21 returned PLAP act 1.1, S1P2 blocker -3, PostGolgi yeast -7, E coli WT exp 13, S1P2 agonist -5, PostGolgi ctrl 6 and CD11b adhes inh 27.
For Clc1ccccc1C1SCC2Nc3ccccc3CN21 (stereo not drawn) the results were PLAP act 0.9, S1P2 blocker 5, PostGolgi yeast 5, E coli WT exp 8, S1P2 agonist -5, PostGolgi ctrl 4, CD11b adhes inh 20, sEH inh 13 and sEH activator -13.
Cn1cc(-c2nnnn2-c2cccc(C(F)(F)F)c2)c(C(F)(F)F)n1 was read as PLAP act 1.3, S1P2 blocker 9, PostGolgi yeast -22, E coli WT exp 5, S1P2 agonist -4, PostGolgi ctrl -4, CD11b adhes inh -36, sEH inh 3 and sEH activator -1.
`CCOC(=O)C1=C(C)Nc2ncnn2C1c1cccnc1` (stereo not drawn) gave PLAP act 1.1, S1P2 blocker 3, PostGolgi yeast -6, E coli WT exp -4, S1P2 agonist -7, PostGolgi ctrl 1, CD11b adhes inh -3, sEH inh 12 and sEH activator -9.
`CCCOc1ccc(CC(=O)NCC2(c3ccccc3)CCOCC2)cc1OC` gave PLAP act 1.3, S1P2 blocker -4, PostGolgi yeast 2, E coli WT exp 5, S1P2 agonist -10, PostGolgi ctrl -2, sEH inh 19 and sEH activator -19.
Screening CCOC(=O)c1ccc(Oc2nc(NC(C)(C)C)nc(N(C)C)n2)cc1 returned PLAP act 1.7, S1P2 blocker -34, PostGolgi yeast -12, E coli WT exp -12, S1P2 agonist -2, PostGolgi ctrl 13, CD11b adhes inh 17, sEH inh -12 and sEH activator 13.
Screening COc1cc2c(cc1OC)C(C(=O)O)C(c1ccc(C)o1)N(C)C2=O (stereo not drawn) returned PLAP act 1.2, S1P2 blocker 12, PostGolgi yeast 0, E coli WT exp 0, S1P2 agonist -6, PostGolgi ctrl -2 and CD11b adhes inh 9.
`COc1cc(NC(=O)C2CCN(S(=O)(=O)c3cccc4nonc34)CC2)cc(OC)c1` gave PLAP act 1, S1P2 blocker 26, PostGolgi yeast -3, E coli WT exp -5, S1P2 agonist -6, PostGolgi ctrl -10, sEH inh 7 and sEH activator -10.
For O=C(/C=C/Nc1cccc(C(F)(F)F)c1)C(F)(F)F the results were PLAP act 1, S1P2 blocker 21, PostGolgi yeast -3, E coli WT exp 6, S1P2 agonist -8, PostGolgi ctrl -5, CD11b adhes inh 3, sEH inh -3 and sEH activator 1.
`COc1ccc(CN2CCCCC2C)cc1C` (stereo not drawn) gave PLAP act 1.1, S1P2 blocker -17, PostGolgi yeast 4, E coli WT exp -4, S1P2 agonist 0, PostGolgi ctrl 10, CD11b adhes inh -10, sEH inh 1 and sEH activator 1.
For CN(C)c1nc(N)nc(Nc2ccccc2C#N)n1 the results were PLAP act 0.9, S1P2 blocker 10, PostGolgi yeast 18, E coli WT exp 4, S1P2 agonist -5, PostGolgi ctrl 12 and CD11b adhes inh -7.
`O=C1CCC(=O)N1c1nc2nc(-c3ccccc3)cc(-c3ccccc3)n2n1` gave PLAP act 1.4, PostGolgi yeast -1, E coli WT exp -3, PostGolgi ctrl 13 and CD11b adhes inh 16.
COC(=O)C1=C(C)NC2=C(C(=O)CCC2)C1c1cccc(C)n1 (stereo not drawn) was read as PLAP act 1, PostGolgi yeast 0, E coli WT exp -5, PostGolgi ctrl 3 and CD11b adhes inh -22.
`O=C(O/N=C1\CCCc2ccccc21)c1cccc(Cl)c1` gave PLAP act 0.8, S1P2 blocker -15, PostGolgi yeast -6, E coli WT exp -25, S1P2 agonist -4, PostGolgi ctrl 12, CD11b adhes inh 17, sEH inh 5 and sEH activator -7.
For COc1ccc(OC)c(S(=O)(=O)Nc2ccccc2F)c1 the results were PLAP act 1.1, S1P2 blocker 15, PostGolgi yeast -6, E coli WT exp -2, S1P2 agonist 1, PostGolgi ctrl 2, CD11b adhes inh -11, sEH inh -2 and sEH activator 6.
For N#Cc1ccc(OCC(=O)N2CCN(S(=O)(=O)c3cccs3)CC2)cc1 the results were PLAP act 0.8, S1P2 blocker -13, PostGolgi yeast -5, E coli WT exp 1, S1P2 agonist -3, PostGolgi ctrl 18, CD11b adhes inh 3, sEH inh -2 and sEH activator 1.
For COc1cccc(-c2nc3ccccc3s2)c1 the results were PLAP act 0.8, S1P2 blocker 1, PostGolgi yeast -1, E coli WT exp 6, S1P2 agonist -8, PostGolgi ctrl 4, CD11b adhes inh 46, sEH inh -10 and sEH activator 11.
`CCOC(=O)N1CCN(C(=O)c2cccc(-n3c(=S)[nH]c4cc(Cl)ccc4c3=O)c2)CC1` gave PLAP act 1.3, S1P2 blocker 8, PostGolgi yeast -3, E coli WT exp -7, S1P2 agonist -9, PostGolgi ctrl -4, CD11b adhes inh 13, sEH inh -2 and sEH activator -1.
COCCNC(=O)C(=O)c1cc(C)n(-c2ccc([N+](=O)[O-])cc2)c1C was read as PLAP act 1, S1P2 blocker 16, PostGolgi yeast -3, E coli WT exp -5, S1P2 agonist -7, PostGolgi ctrl 2, CD11b adhes inh -23, sEH inh -2 and sEH activator 3.
For O=C(c1ccccc1)c1nn(-c2ccccc2)c2nnc(Cc3ccccc3)c(=O)n12 the results were S1P2 blocker -10, S1P2 agonist -3, sEH inh 10 and sEH activator -10.
For O=C(CSc1ncnc2nc[nH]c12)c1ccc2ccccc2c1 the results were S1P2 blocker -11, S1P2 agonist -3, sEH inh 6 and sEH activator -4.
Screening COc1ccc(-n2c(N)c(C(=O)NCc3ccco3)c3nc4ccccc4nc32)c(OC)c1 returned PLAP act 1.4, S1P2 blocker -14, PostGolgi yeast 11, E coli WT exp -12, S1P2 agonist 0, PostGolgi ctrl 16, CD11b adhes inh -16, sEH inh 9 and sEH activator -8.
NS(=O)(=O)c1ccc(Nc2nc(-c3ccc(O)cc3O)cs2)cc1 was read as PLAP act 1.8, S1P2 blocker -14, PostGolgi yeast -1, E coli WT exp 33, S1P2 agonist -2, PostGolgi ctrl 13, CD11b adhes inh -37, sEH inh 34 and sEH activator -36.
For O=C(O)c1csc(Br)c1Br the results were PLAP act 1.1, S1P2 blocker 16, PostGolgi yeast 18, E coli WT exp -9, S1P2 agonist -4, PostGolgi ctrl -2, CD11b adhes inh 13, sEH inh -9 and sEH activator 9.
COc1ccc(Cl)c(NCCC(=O)O)c1 was read as S1P2 blocker 7, PostGolgi yeast 0, E coli WT exp -7, S1P2 agonist -14, PostGolgi ctrl -6, sEH inh 7 and sEH activator -4.
CCCCCCCCCn1cc(C(C)=O)c(=O)[nH]c1=O was read as PLAP act 1, S1P2 blocker 11, PostGolgi yeast -3, E coli WT exp -3, S1P2 agonist -2, PostGolgi ctrl 16, sEH inh -1 and sEH activator 2.
For CCCSc1nc2c(c(=O)n1CC)SC(C)C2 (stereo not drawn) the results were PLAP act 0.8, S1P2 blocker -25, PostGolgi yeast -3, E coli WT exp -2, S1P2 agonist -1, PostGolgi ctrl 14, CD11b adhes inh -14, sEH inh 6 and sEH activator -3.
For COC(=O)CN(CCc1ccccc1)S(=O)(=O)c1ccc(OC)c(OC)c1 the results were PLAP act 1.8, S1P2 blocker -4, PostGolgi yeast 4, E coli WT exp 8, S1P2 agonist -5, PostGolgi ctrl 8, CD11b adhes inh -12, sEH inh -6 and sEH activator 4.
`CC(C)OC(=O)CSc1nnc(Cc2ccccc2)n1Cc1ccco1` gave PLAP act 1.5, S1P2 blocker 0, PostGolgi yeast 14, E coli WT exp -3, S1P2 agonist -1, PostGolgi ctrl 16, CD11b adhes inh 16, sEH inh -18 and sEH activator 20.

Structures shown so far that contain a Cl atom, in the order listed:
Screening COc1ccc(C)cc1NC1=C(Cl)C(=O)N(C2CCCCC2)C1=O returned PLAP act 1, S1P2 blocker 3, PostGolgi yeast 3, E coli WT exp -15, S1P2 agonist 1, PostGolgi ctrl 23, CD11b adhes inh -3, sEH inh 4 and sEH activator -5.
Screening COc1ccc(CN2C(=O)c3cccnc3C2Nc2cc(Cl)c(OC)cc2OC)cc1 (stereo not drawn) returned PLAP act 1.1, S1P2 blocker 14, PostGolgi yeast 28, E coli WT exp -11, S1P2 agonist -5, PostGolgi ctrl 11, sEH inh -6 and sEH activator 6.
For Clc1ccccc1C1SCC2Nc3ccccc3CN21 (stereo not drawn) the results were PLAP act 0.9, S1P2 blocker 5, PostGolgi yeast 5, E coli WT exp 8, S1P2 agonist -5, PostGolgi ctrl 4, CD11b adhes inh 20, sEH inh 13 and sEH activator -13.
`O=C(O/N=C1\CCCc2ccccc21)c1cccc(Cl)c1` gave PLAP act 0.8, S1P2 blocker -15, PostGolgi yeast -6, E coli WT exp -25, S1P2 agonist -4, PostGolgi ctrl 12, CD11b adhes inh 17, sEH inh 5 and sEH activator -7.
`CCOC(=O)N1CCN(C(=O)c2cccc(-n3c(=S)[nH]c4cc(Cl)ccc4c3=O)c2)CC1` gave PLAP act 1.3, S1P2 blocker 8, PostGolgi yeast -3, E coli WT exp -7, S1P2 agonist -9, PostGolgi ctrl -4, CD11b adhes inh 13, sEH inh -2 and sEH activator -1.
COc1ccc(Cl)c(NCCC(=O)O)c1 was read as S1P2 blocker 7, PostGolgi yeast 0, E coli WT exp -7, S1P2 agonist -14, PostGolgi ctrl -6, sEH inh 7 and sEH activator -4.

Bioassay records as filed in PubChem.
